Tau fibril FP – qHTS for Inhibitors of Tau Fibril Formation, Fluorescence Polarization | AID 1468, 2008 | Microtubule-associated protein tau (Homo sapiens), P10636 | K18 P301L tau heparin fibrillization, Alexa594 FP, 6 h | 280,000 compounds, 0.39% hits | Potency, µM (highest dose often 57.7 µM), inactives show at the top dose activity, negative = inhibition, actives largely listed as inhibitors; further: on the % scale 0 is the no-effect control and ±100 the full control effect; nearly all actives have a fitted effect of over 55% in size
Target sequence (P10636 561-689 P618L limits assumed): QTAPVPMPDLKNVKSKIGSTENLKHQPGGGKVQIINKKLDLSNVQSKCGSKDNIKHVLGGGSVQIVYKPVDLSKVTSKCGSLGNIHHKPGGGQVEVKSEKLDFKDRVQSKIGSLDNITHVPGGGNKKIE
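Steps: dispense K18 P301L tau (15 uM plus 0.24 uM Alexa 594 tracer, final) in pH 7 sodium acetate; add compound; add heparin (20 uM final); incubate 6 hr, 37 C; add ThT (30 uM final); after 1 hr ambient, read FP.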
TexasRed fluor – Total Fluorescence Counterscreen for Inhibitors of the Interaction of Thyroid Hormone Receptor and Steroid Receptor Coregulator 2. TRb/SRC2 Texas Red total fluorescence interference. 280,000 compounds, 0.29% hits. Potency, µM (series often up to 106 µM), without a hit: top-dose fluorescence change, negative = quenching; active means well fitted curve in either direction with a large enough effect; inconclusive means small, poorly fitted or top-dose-only effect; further: on the % scale 0 is the no-effect control and ±100 the full control effect
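Human TRb ligand-binding domain at 0.6 uM with 20 nM Texas Red SRC2 peptide in Tris buffer containing 1 uM T3 and 5% DMSO, incubated with compound 5 h at ambient temperature. Total fluorescence (555/632 nm) calculated as parallel + 2 × perpendicular.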
L3MBTL1 inh – qHTS Assay for the Inhibitors of L3MBTL1. AlphaScreen L3MBTL1–H3K9me1 peptide binding. Potency, µM (doses to about 57.1 µM), without a hit: at the highest dose activity, negative = inhibition, usual class: inhibitors. 230,000 compounds, 0.66% hits. AID 485360, 2010; further: on the % scale 0 is the no-effect control and ±100 the full control effect; nearly all actives have a fitted effect of over 60% in size
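L3MBTL1 50 nM + b-AHA-H3(1-15)K9me1 75 nM, 30 min RT; compound added, 30 min RT; streptavidin donor/Ni-chelate acceptor beads 10 ug/mL each final, 30 min RT dark; AlphaScreen read.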
HTT ATP protect – qHTS Multiplex Assay to Identify Dual Action Probes in a Cell Model of Huntington: Cytoprotection (ATP) | PC12 HTT-Q103 induced, cytoprotection, ATP luminescence, 40 h | Potency, µM (series often up to 56.4 µM), inactives show cytoprotection (ATP increase), most hits filed as activators | 230,000 compounds, 0.14% hits;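 further: % of control where 0% means no effect; nearly all actives have a fitted effect of over 45% in size; toxic huntingtin expression switched on by the ecdysone agonist tebufenozide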
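PC12 cells stably carrying ecdysone-inducible Htt exon 1 (Q103)–GFP were induced with 100 nM tebufenozide (final) alongside library compounds in a dose series. Cytoprotection was scored as retained ATP by ATPlite luminescence.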
TRb SRC2 PPI – qHTS for Inhibitors of the Interaction of Thyroid Hormone Receptor and Steroid Receptor Coregulator 2 | Potency, µM (highest dose often 106 µM), for the others: at the top dose activity change, negative = inhibition, actives largely listed as inhibitors | 280,000 compounds, 0.065% hits | TRbeta-SRC2 peptide binding, fluorescence polarization; receptor liganded with 1 µM T3;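 further: plate controls were bound peptide for no effect and peptide without receptor for full effect; nearly all actives have a fitted effect of over 50% in size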
Target sequence (P10828 whole entry, looked up): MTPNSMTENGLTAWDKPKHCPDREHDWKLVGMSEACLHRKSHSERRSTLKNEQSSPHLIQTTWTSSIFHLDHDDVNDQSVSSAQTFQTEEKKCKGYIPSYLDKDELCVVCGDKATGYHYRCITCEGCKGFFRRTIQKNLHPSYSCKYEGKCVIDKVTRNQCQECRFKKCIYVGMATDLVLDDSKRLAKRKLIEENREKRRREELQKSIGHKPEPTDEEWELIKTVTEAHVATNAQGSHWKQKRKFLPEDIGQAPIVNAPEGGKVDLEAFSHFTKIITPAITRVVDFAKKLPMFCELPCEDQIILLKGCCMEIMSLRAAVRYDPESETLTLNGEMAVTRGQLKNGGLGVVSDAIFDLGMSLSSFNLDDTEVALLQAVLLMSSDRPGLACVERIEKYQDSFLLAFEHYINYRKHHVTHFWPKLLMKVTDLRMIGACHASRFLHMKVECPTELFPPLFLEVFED
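Read-out is fluorescence polarization (555 nm excitation, 632 nm emission) of a Texas Red SRC2 coactivator peptide; loss of signal reflects blocked binding to human TRb ligand-binding domain in the presence of 1 uM T3.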
RECQ1 inh – qHTS Assay for Inhibitors of RecQ-Like Dna Helicase 1 (RECQ1) | ATP-dependent DNA helicase Q1 (Homo sapiens), P46063 | RECQ1 DNA unwinding, red fluorescence kinetic read | Potency, µM (doses to about 57.3 µM), for the others: top-dose activity, negative = inhibition, usual class: inhibitors | 240,000 compounds, 0.54% hits | AID 2549, 2010;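 further: plate controls were vehicle for no effect and no enzyme for full effect; nearly all actives have a fitted effect of over 30% in size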
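RECQ1T1 50 nM; forked duplex (20 bp + 30-nt ss tails) 200 nM, ATP 2 mM final; pH 8.0, 2 mM MgCl2, 2.5 ug/ml poly(dI-dC); 15 min compound preincubation; discontinuous kinetic read over 2 h at RT.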
Tau ThT inhib – qHTS for Inhibitors of Tau Fibril Formation, Thioflavin T Binding; Microtubule-associated protein tau (Homo sapiens), P10636; recombinant tau K18 P301L, heparin-induced fibrillization, ThT fluorescence; Potency, µM (series often up to 57.4 µM), for inactives: at the highest dose activity, negative = inhibition, hits mostly inhibitors; 270,000 compounds, 2.1% hits; AID 1460, 2008; further: on the % scale 0 is the no-effect control and ±100 the full control effect; nearly all actives have a fitted effect of over 55% in size
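Using a mix of unlabeled (15 uM) and Alexa 594-labeled (0.24 uM) tau K18 P301L, heparin-triggered fibrillization over 6 hr at 37 C was scored by ThT fluorescence.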
Tau fluor cs – Counterscreen qHTS for Inhibitors of Tau Fibril Formation, Fluorescence Polarization; 280,000 compounds, 0.93% hits; tau K18 P301L Alexa594 fluorescence, heparin fibrillization; Potency, µM (titrated, usually from 57.7 µM), for inactives: at the highest dose activity change, negative = decrease; further: on the % scale 0 is the no-effect control and ±100 the full control effect; nearly all actives have a fitted effect of over 55% in size
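Human tau K18 P301L (15 uM unlabeled, 0.24 uM Alexa 594-labeled) in 100 mM sodium acetate pH 7 with 20 uM heparin, 6 hr at 37 C. ThT 30 uM added, 1 hr ambient; Alexa 594 FP and total fluorescence read at 555/632 nm.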
* = called active by the depositor; i = inactive; ? = inconclusive; / = no result given; & = joins results of further samples; [ ] = dose if it differs, or a comment. Unless noted, the call rests on the fitted dose curve; in most records, active means well fitted curve in the direction sought with a large enough effect; inconclusive means small, poorly fitted or top-dose-only effect, or another doubt; inactive means no such curve, though single readings can be large; an effect the other way counts as inactive or inconclusive. Potency means the concentration at half of the fitted maximal effect. Some of the compounds tested; rates above refer to the full screens.

SMILES | Tau fibril FP | TexasRed fluor | L3MBTL1 inh | HTT ATP protect | TRb SRC2 PPI | RECQ1 inh | Tau ThT inhib | Tau fluor cs
Cc1cc(=O)n(Cc2ccc(F)cc2Cl)c2c1c(C)nn2C | -0.9% | 2.1% | / | / | 5.4% | / | 1.6% | 4.2%
CCOC(=O)COn1c(=O)c(=O)n(O)c2ccccc21 | 0.4% | 2.2% | -6.4% | 2.4% | -11.5% | -1.3% | -12.8% | -3.4%
C=CCOc1ccc(C2/C(=C(\O)c3ccc(F)cc3)C(=O)C(=O)N2CCCN(C)C)cc1 (configuration not stated) | 0.0% | -1.2% | -6.8% | -8.7% | 0.8% | -3.3% | -11.2% | -4.3%
Brc1ccc(-c2cn3c(n2)SCC3)cc1 | -2.9% | -0.2% | 15.3% | -10.6%[10 µM] | 0.7% | i | -1.2% | -3.2%
CN(C(=S)Nc1ccccc1F)C1(c2ccccc2Cl)CCCCC1=O (configuration not stated) | 0.1% | -1.7% | 25.0% | -25.5% | -23.4% | -5.1% | -9.6% | -11.2%
COc1cc([N+](=O)[O-])cc2cc(C(=O)NC(C)(C)C)c(=O)oc12 | 6.0% | 2.1% | -5.2% | / | 3.5% | i | ? | 2.4%
C(=N\n1cnnc1)/c1cn(Cc2ccccc2)c2ccccc12 | 2.8% | -2.5% | -8.3% | 4.2% | 6.0% | i | -19.2% | -18.3%
Cc1ccc(S(=O)(=O)c2nnn3c2nc(NC2CCCCC2)c2sccc23)cc1 | ? | -0.7% | / | / | 0.0% | / | 17.0% | -9.6%
O=C(Cn1cnc2ccccc2c1=O)NCCC(=O)N1CCN(Cc2ccccc2)CC1 | -4.5% | -0.9% | 2.3% | -9.4% | -8.0% | -1.6% | -7.6% | 1.6%
Cc1ccc(Cn2c(CO)cnc2SCC(=O)Nc2ccc(C)c(Cl)c2)cc1 | 2.0% | -2.0% | / | / | -5.1% | / | -0.7% | -26.8%
O=C(CSc1nnc2ccccn12)Nc1ccccc1C(=O)O | 0.2% | -0.6% | / | -13.3% | 3.1% | -4.5% | -8.7% | -8.7%
CN(c1cccc(NC(=O)c2cccc([N+](=O)[O-])c2)c1)S(C)(=O)=O | -7.8% | 0.1% | -16.2% | 10.2%[10 µM] | 3.4% | i | -2.5% | -8.6%
CSc1ccc(/C=N/N2CCN(Cc3ccc(C)cc3C)CC2)cc1 | 8.3% | 1.9% | ? | -42.2%[1.9 µM] | -2.1% | -10.5% | ? | ?
COc1cccc(C2=NOC(C(=O)Nc3ccc(C(C)=O)cc3)C2)c1 (configuration not stated) | -13.8% | -0.5% | -16.0% | 12.8%[10 µM] | -9.5% | -2.9% | ? | -14.5%
CCOc1ccc(CC(=O)Nc2c(C(=O)c3ccc(F)cc3)oc3ccccc23)cc1OCC | -12.8% | -7.7% | / | / | 3.9% | / | -2.3% | -25.6%
COc1cccc2c1cc1c(=O)n(CC(=O)N3CCN(c4cccc(C(F)(F)F)c4)CC3)nc(C)n12 | -9.4% | ? | / | / | 1.6% | / | 3.6% | -5.2%
CC(C)(C)S(=O)(=O)c1cnc(-c2cnccn2)nc1N | -8.8% | -3.2% | / | -2.7%[10 µM] | 6.2% | -7.6% | / | -17.4%
CC(NC(=O)COc1ccccc1)C(c1ccccc1)N1CCN(C)CC1 (configuration not stated) | -2.9% | -0.3% | 2.1% | 26.5%[10 µM] | 14.0% | -6.9% | -13.2% | -0.5%
COc1ccc(NC(=O)Cn2c(=O)n(Cc3nc(C)no3)c(=O)c3cc4c(cc32)OCO4)cc1OC | -16.6% | -1.7% | / | / | 0.7% | / | -6.5% | -27.6%
N/C(Cc1ccc(Cl)cc1Cl)=N\OC(=O)c1cccs1 | 1.7% | 0.9% | 1.3% | 32.0%[10 µM] | 0.9% | -9.1% | -21.1% | -19.9%
O=C(Nc1nc2ccc(S(=O)(=O)N3CCCCC3)cc2s1)c1cccnc1 | -5.7% | -4.7% | / | -25.6% | -4.1% | i | -2.1% | -19.4%
Cc1nc2ccccc2c(=O)n1/N=C/c1ccccc1 | -3.4% | 1.2% | 2.1% | 10.5% | 6.4% | -5.6% | -10.1% | -9.2%
Cc1cc(C)c2c(c1)/C(=N/NS(=O)(=O)c1ccccc1)CCC2 | -12.2% | -2.0% | / | -4.3% | 8.5% | -4.5% | -9.3% | -19.5%
CC(C)(C)OC(=O)N1CCC(c2c(C(=O)NCCN3CCCC3)cnn2-c2ccc(Cl)cc2)CC1 | 3.4% | -1.2% | / | / | 0.6% | / | 2.1% | -1.5%
Cc1cc(C)cc(NC(=O)C2CCCN2S(=O)(=O)c2cccc3nsnc23)c1 (configuration not stated) | 8.9% | -0.6% | / | / | 2.7% | / | -2.7% | -15.2%
O=C(O)CC1S/C(=N/N=C/C=C/c2ccccc2)NC1=O (configuration not stated) | 0.0%&-8.5% | -3.9%[53 µM] | 10.0%&16.6% | -11.2%&15.7%[10 µM] | -9.9%[53 µM] | -2.8%&-11.6% | ? | 11.3%&-12.2%
NC(=O)NC(=O)CSc1cccc(C(F)(F)F)c1 | 6.0% | -0.2% | 2.9% | 26.0%[10 µM] | -14.1% | 0.0% | -4.4% | 2.1%
CCCCN(CC)CCNC(=O)Cn1cnc2sc(C)c(S(=O)(=O)N3CCC(C)CC3)c2c1=O | ? | -1.3% | / | / | 2.3% | / | 1.3% | -14.8%
COc1ccccc1NC(=O)C1=C(C)Nc2nc(SCc3ccccc3)nn2C1c1ccncc1 (configuration not stated) | ? | -1.3% | / | / | -6.2% | / | -4.0% | ?
CCCCN(CCCC)CCNC(=O)CN1C(=O)CSc2ccc(S(=O)(=O)N3CCCCC3)cc21 | 5.3% | -2.3% | / | / | -1.3% | / | 0.7% | 0.2%
CCOC(=O)CCNc1n[nH]c(=O)[nH]c1=O | 1.0% | -0.6% | 11.4% | 1.8% | 4.7% | -17.5% | -0.4% | -0.2%
Cc1ccc(-c2nnc(NCc3nc4ccccc4[nH]3)c3ccccc23)cc1S(=O)(=O)N1CCCCC1 | ? | -0.1% | -6.0% | -10.7%[10 µM] | -5.0% | 3.9% | -5.1% | -29.5%
COc1ccc(C(=O)NCC(=O)N/N=C/C=C/c2ccccc2)cc1OC | -5.6% | -0.7% | / | -20.2% | -8.9% | -4.4% | -16.3% | -11.3%
CCCC[C@@H]1CNC(=O)C(=O)N1CCc1cc(C(F)(F)F)cc(C(F)(F)F)c1 | 7.6% | 0.2% | / | 3.1%[10 µM] | -0.1% | -3.9% | -0.3% | -3.7%
C=CCn1c(N)c(S(=O)(=O)c2cccs2)c2nc3ccccc3nc21 | -12.4% | -1.2% | / | 2.6% | -12.8% | -6.0% | -21.6% | -26.8%
COc1ccc(Nc2nc(N)nc(CN3CCC(C)CC3)n2)cc1 | 5.5% | -6.9% | / | ? | 3.6% | -15.6% | -4.1% | -7.0%
Cc1nc(S(=O)(=O)Nc2ccccc2C(=O)NCC2CC2)cn1C | 3.3% | -0.5% | / | 4.4%[10 µM] | -1.8% | -9.9% | / | 6.1%
CC(C)CNC(=O)c1c(-c2ccccc2)c(-c2ccccc2)nn(C)c1=O | 2.0% | 0.4% | / | / | -3.8% | / | 2.5% | -3.1%
CCCn1c(SCC(=O)NC2CCCC(C)C2C)n[nH]c1=O (configuration not stated) | -2.8% | 0.7% | / | -15.4% | -5.5% | 0.4% | -8.0% | -8.1%
COc1ccc(-c2ccc([C@H]3[C@H]4C=CC[C@@H](C)[C@@H]4C(=O)N3Cc3ccccc3)c(F)c2)cc1OC | 0.2% | -0.7% | / | -6.0%[10 µM] | -0.3% | i | -6.9% | 0.0%
CC1CCC2(CC1)NC(=O)N(CC(=O)c1cn(CCC#N)c3ccccc13)C2=O (configuration not stated) | 1.5% | 0.1% | -5.1% | 7.3%[10 µM] | 5.8% | 3.9% | -2.0% | -1.6%
COc1ccc(COC(=O)N/N=C2/C[C@@H](O)[C@@H](O)[C@@H]3[C@@H]4C(=O)N(Cc5ccc6c(c5)OCO6)C(=O)[C@H]4CC[C@@H]23)cc1 | 4.7%[11.6 µM] | -2.0%[11.2 µM] | / | -30.0%[inhibitor][10 µM] | -4.6%[11.2 µM] | 10.8%[11.5 µM] | -2.9%[11.5 µM] | -3.3%[11.6 µM]
CCCc1nc2ccccc2n1Cc1ccccc1OC | 5.7% | -2.2% | 18.4% | -25.2% | -3.2% | -5.3% | -8.7% | -2.1%
CCOc1ccc(Cc2nnc(N)s2)cc1OCC | 7.6% | -0.9% | 6.6% | 17.1%[10 µM] | 5.0% | -1.4% | 2.3% | 7.3%
O=C(Nc1ccc(C(=O)O)cc1)/C(=C/c1ccc2c(c1)OCO2)NC(=O)c1cccc(Br)c1 | 3.1% | -3.9% | -2.5% | / | 1.5% | 10.2% | -5.0% | 2.4%

Of the compounds above, these have a nitro group on carbon.
SMILES | Tau fibril FP | TexasRed fluor | L3MBTL1 inh | HTT ATP protect | TRb SRC2 PPI | RECQ1 inh | Tau ThT inhib | Tau fluor cs
COc1cc([N+](=O)[O-])cc2cc(C(=O)NC(C)(C)C)c(=O)oc12 | 6.0% | 2.1% | -5.2% | / | 3.5% | i | ? | 2.4%
CN(c1cccc(NC(=O)c2cccc([N+](=O)[O-])c2)c1)S(C)(=O)=O | -7.8% | 0.1% | -16.2% | 10.2%[10 µM] | 3.4% | i | -2.5% | -8.6%

Screens: PubChem BioAssay, National Center for Advancing Translational Sciences (NCATS)
